# ADAM17 inh – inhibitors of human ADAM17; P78536; recombinant ADAM17, EDANS/DABCYL FRET peptide cleavage; inhibition, % at 6.95 µM; 370,000 tested, 0.83% active;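 active = inhibition above the mean of compounds lying between control limits plus 3 SD, set per campaign, cut at about 8.5% in these data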;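 also: 0% = DMSO-only wells as the low control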
# DAX1 inh-1 – inhibitors of DAX1 repression of SF-1 activated StAR promoter; HEK293T StAR-luciferase reporter, SF-1/DAX-1 repression relief; inhibition, % at 6.8 µM; 370,000 tested, 1.1% active; AID 652010;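 active = inhibition above the mean over all tested compounds plus 3 SD, cut at about 3.6% in these data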;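 also: 0% = DAX-1 cells with DMSO and 100% = cells lacking DAX-1 with DMSO; higher inhibition means more luminescence from relief of DAX-1 repression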
# hcDAF-12 act – H. contortus DAF-12 activation, primary screen | HEK293 hcDAF-12 lit1-tk-luc reporter, luminescence; 0% DMSO, 100% Δ7-dafachronic acid | activation, % at 6.8 µM | 370,000 tested, 1.4% active;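 active = activation above the mean of all tested compounds plus 3 SD, cut at about 5.5% in these data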;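 also: 100% = response to 3 µM Δ7-dafachronic acid high control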
# SMARCA2 act – SMARCA2 function activation, primary screen; MG213 cells, MMTV-luciferase reporter, dexamethasone, overnight; activation, % at 9.1 µM; 370,000 tested, 1% active; AID 652017; in the data active = activation above about 7.8%;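 also: 0% = vehicle wells and 100% = reference activator wells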
# ssDAF12 agonist – activates DAF-12 receptor from parasite S. stercoralis. HEK293 ssDAF-12/GRIP1 lit1-tk-luc reporter, luminescence; % of 3 µM dafachronic acid response. activation, % at 6.8 µM. AID 652126. 370,000 tested, 1% active;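 active = activation above the mean over all tested compounds plus 3 SD, cut at about 0.9% in these data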;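 also: 0% = DMSO-only wells and 100% = 3 µM delta7-dafachronic acid wells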
# PLCb3 inh – PLC-beta3 (human) inhibition, primary screen | 370,000 tested, 0.18% active | inhibition, % at 12.2 µM | Purified PLC-beta3, fluorogenic substrate, fluorescence; in the data active = inhibition above about 11%;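 also: 0% = median of compound wells on plate and 100% = full blocker control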
# Target sequence (Q01970 whole entry, looked up): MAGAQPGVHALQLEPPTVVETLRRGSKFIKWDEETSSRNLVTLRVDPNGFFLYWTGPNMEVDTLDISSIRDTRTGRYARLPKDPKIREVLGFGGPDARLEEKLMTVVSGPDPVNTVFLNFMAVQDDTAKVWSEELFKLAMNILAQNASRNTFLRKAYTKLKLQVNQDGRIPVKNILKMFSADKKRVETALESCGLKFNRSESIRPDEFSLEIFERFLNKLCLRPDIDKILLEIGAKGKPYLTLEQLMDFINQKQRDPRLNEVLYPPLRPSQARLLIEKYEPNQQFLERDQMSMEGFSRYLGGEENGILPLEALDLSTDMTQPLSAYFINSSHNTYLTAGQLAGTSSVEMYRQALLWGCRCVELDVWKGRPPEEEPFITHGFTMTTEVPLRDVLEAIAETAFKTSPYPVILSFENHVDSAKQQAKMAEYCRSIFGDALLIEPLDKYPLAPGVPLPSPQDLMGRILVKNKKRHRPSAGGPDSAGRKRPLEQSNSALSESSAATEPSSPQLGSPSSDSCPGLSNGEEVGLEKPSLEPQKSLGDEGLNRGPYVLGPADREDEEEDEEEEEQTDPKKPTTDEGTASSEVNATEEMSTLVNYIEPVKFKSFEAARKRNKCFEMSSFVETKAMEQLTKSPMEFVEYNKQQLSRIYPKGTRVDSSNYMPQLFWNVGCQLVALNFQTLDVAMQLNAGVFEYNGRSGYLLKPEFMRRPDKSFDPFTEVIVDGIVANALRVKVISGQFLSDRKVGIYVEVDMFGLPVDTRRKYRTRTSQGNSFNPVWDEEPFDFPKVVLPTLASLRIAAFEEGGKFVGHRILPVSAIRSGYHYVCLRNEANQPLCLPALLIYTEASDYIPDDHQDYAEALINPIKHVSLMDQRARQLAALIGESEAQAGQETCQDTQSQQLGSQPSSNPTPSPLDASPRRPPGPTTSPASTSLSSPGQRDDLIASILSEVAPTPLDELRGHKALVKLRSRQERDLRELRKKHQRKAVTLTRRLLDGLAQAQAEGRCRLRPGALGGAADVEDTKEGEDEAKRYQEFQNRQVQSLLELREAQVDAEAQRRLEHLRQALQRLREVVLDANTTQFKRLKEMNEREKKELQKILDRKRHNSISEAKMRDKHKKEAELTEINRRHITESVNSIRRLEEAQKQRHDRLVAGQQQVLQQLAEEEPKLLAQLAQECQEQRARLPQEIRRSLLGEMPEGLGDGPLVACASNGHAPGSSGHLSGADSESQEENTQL
# MBD2 DNA inh – blocks human MBD2 binding to methylated DNA. TR-FRET, MBD2 binding to methylated oligonucleotide. inhibition, % at 4.4 µM. 370,000 tested, 0.31% active. Q9UBB5. AID 686964; in the data active = inhibition above about 13%
# Rev-erbA mod – modulates human Rev-erb alpha binding to DNA. Rev-erbα–FITC-DNA binding, fluorescence polarization, 90 min. activity, % at 10 µM. 370,000 tested, 0.79% active. AID 1259318;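 active = activity above about 14%, limit read from the data; passing the limit was not always enough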;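 also: 0% = DMSO wells with 35 nM protein and 100% = DMSO wells with 750 nM protein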
# PLCg1 inh – inhibitors of human phospholipase C gamma1; P19174; AID 720700; inhibition, % at 12.2 µM; 370,000 tested, 0.84% active; purified PLC-gamma1, fluorogenic substrate, fluorescence; in the data active = inhibition above about 9.5%
# hgDAF12 agonist – agonists of H. glycines DAF-12 nuclear receptor | HEK293 GAL4-hgDAF12 UAS-luciferase reporter, agonist luminescence; normalized to butyrate control | activation, % at 6.8 µM | 370,000 tested, 1.8% active;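 active = activation above a cutoff set at the mean of all screened compounds plus 3 SD, cut at about 10% in these data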;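 also: 0% = DMSO wells and 100% = sodium butyrate wells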
# DAX1 inh-2 – inhibits human nuclear receptor DAX1; P51843; HEK293 Gal4-DAX1 luciferase reporter, luminescence; inhibition, % at 6.75 µM; 340,000 tested, 0.99% active; AID 504766;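 active = inhibition above the mean over all tested compounds plus 3 SD, cut at about 4.2% in these data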;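 also: 0% = DAX1-transfected cells with DMSO and 100% = empty-vector control cells with DMSO; inhibition shows as a rise in luminescence from relieved DAX1 repression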
# The depositor's hits bear a star; · = no result given.
Compound,ADAM17 inh,DAX1 inh-1,hcDAF-12 act,SMARCA2 act,ssDAF12 agonist,PLCb3 inh,MBD2 DNA inh,Rev-erbA mod,PLCg1 inh,hgDAF12 agonist,DAX1 inh-2
Nc1nc(Nc2cccc(F)c2)nc2ccccc12,-2,0.9,6.1*,6,0.3,-17,3,10,-17,14*,3.3
CNc1ccc(C(=O)OCC(=O)NC(=O)NC2CCCC2)cc1[N+](=O)[O-],-2,-0.1,1.9,-2,-0.3,-5,1,5,13*,1.9,1.6
CCOc1ccc(NC(=O)CC2C(=O)N(c3ccc(OC)cc3)C(=O)N2CCc2ccc(OC)c(OC)c2)cc1 (centres undefined),4,-0.7,-0.3,1,-1.6,1,6,-1,1,-2.9,-0.5
COc1ccccc1CNc1ncc(-c2ccc(F)cc2)n1C,-2,-0.2,-1.4,0,-1.2,-5,-5,-2,0,0.7,0.2
O=C(c1cc(-c2ccccc2)nn1-c1ccccc1)N1CCN(S(=O)(=O)c2ccc(F)cc2)CC1,-6,-0.3,-0.6,-1,-0.7,-11,4,-7,7,2.2,1.6
CCCn1ncc(C(=O)N(C)C2CCCN(Cc3ccccc3F)C2)c1C (centres undefined),-4,0.0,-0.8,0,-1.1,-5,-3,-6,0,3.2,-0.4
CC(=O)Nc1ccc(S(=O)(=O)NCC2CCC(C(=O)NCc3ccccc3)CC2)cc1 (centres undefined),-1,-0.1,0.2,0,-1.0,6,2,3,3,-0.5,3.8
C[C@H]1[C@@H](OC(=O)NCCc2ccccc2)CC[C@@]23CCCN2C(=O)CCC[C@@H]13,-2,·,-1.1,·,-1.0,2,2,-2,0,-1.0,·
Cc1ccc(S(=O)(=O)NC(=O)Nc2ccc(C)cn2)cc1,-3,0.1,-0.3,-3,-1.4,-8,6,4,2,-0.1,1.0
COc1cc2cccc(OC)c(=O)c2c(O)c1OC,-3,0.9,0.8,0,-1.3,-1,-9,7,2,5.1,1.8
O=C(COC(=O)c1ccc(Sc2ccccc2)c([N+](=O)[O-])c1)NC1CCS(=O)(=O)C1 (centres undefined),2,-0.7,-1.6,1,-1.4,3,10,4,3,0.2,-1.1
Nc1c(C(=O)c2ccccc2)sc2snc(SCC(=O)c3ccccc3)c12,1,0.8,0.3,2,-0.7,-26,0,-3,-25,6.1,0.2
O=C(CSc1nnc(-c2ccccn2)o1)Nc1ccccc1F,4,14*,4.7,0,0.0,0,2,-1,6,12*,1.4
CCOC(=O)c1sc2nc(C)nc(SCC(=O)NC3CCS(=O)(=O)C3)c2c1C (centres undefined),-3,-1.1,-0.9,2,-1.1,-225,2,4,-1,-2.3,-1.2
O[C@@H](Cc1ccccc1)[C@@H](/C=C/c1ccccc1)NCCc1ccccc1,-5,-0.5,-0.9,-3,0.4,-2,4,3,3,-1.7,·
O=C(Nc1ccc2c(c1)OCO2)O[C@@H]1C[C@H]2CCCC(=O)N3CC[C@@H](C1)[C@@H]23,-3,-0.5,-2.3,1,-1.2,-1,8,0,-1,1.0,-1.2
CCN1C(=O)[C@H]2[C@@H](c3ccc(C)cc3)N3C(=O)N(c4cccc(F)c4)C(=O)[C@@]3(Cc3ccc(Cl)cc3)[C@H]2C1=O,4,0.6,0.2,1,-0.9,4,-4,2,1,2.2,2.1
CCCc1ccc(C(O)c2ncc(-c3ccc(C)cc3)[nH]2)cc1 (centres undefined),0,0.1,-0.7,-2,-1.1,-12,1,-3,-8,-0.6,·
COc1ccc(C)cc1S(=O)(=O)N1CCN(C(=O)c2ncoc2-c2ccc(F)cc2)CC1,-6,-0.2,0.7,-4,-0.6,-4,4,-3,-1,1.4,0.2
O=C(CN1CCOCC1)c1c[nH]c2ccccc12,-4,-0.3,0.1,0,-0.2,0,3,-1,1,0.3,0.8
CC(=O)N1CC=C2C(C#N)=C(N)C(C#N)(C#N)C(CCc3ccccc3)C2C1 (centres undefined),-78,-0.1,2.0,-2,0.5,-112,-8,3,-90,0.5,0.5
COCCCNc1ccnc2c(Cl)cccc12,-6,-0.6,0.2,-2,-1.3,1,-2,2,2,-1.4,-2.5
CCOc1ncccc1C(=O)Oc1ccc2c(c1)OCO2,-4,-0.5,-1.2,0,-0.6,-1,5,-6,4,-1.9,1.4
Cc1ccc(-n2nnnc2SCC(=O)Nc2cc(C)on2)c(C)c1,1,-0.2,-1.8,0,-0.2,-2,2,-5,4,-0.1,1.4
O=C(COC(=O)/C=C/c1ccc(Cl)cc1Cl)Nc1ccc2c(c1)OCCO2,-2,0.0,-1.1,-1,-1.9,-3,1,1,-1,-2.8,1.3
COc1ccc(C2=NN(CCC(=O)NC3CCCCCC3)C(=O)CC2)cc1,-2,-0.3,-1.4,-3,-1.0,-8,8,-3,-2,3.6,1.9
Cc1nc2c(OCc3ccc(F)c(F)c3)cccn2c1N(C)C(=O)CCC1CCCC1,-2,-0.7,-2.0,-3,-1.9,0,1,-7,-1,-2.5,·
COC(=O)c1cn(Nc2ncc(C(F)(F)F)cc2Cl)c(=O)c2ccccc12,-4,-0.3,0.1,-2,-1.5,-1,1,0,0,1.6,0.4
O=C(NCCc1c[nH]c2ccccc12)c1cc2ccccc2oc1=O,-1,6.4*,3.6,6,-0.2,-8,-7,-2,-1,15*,-0.6
O=c1cc(CSc2ccccn2)[nH]c(=O)[nH]1,0,-0.4,-1.9,0,-1.0,5,1,0,3,3.3,1.2

# Next section
Compound,ADAM17 inh,DAX1 inh-1,hcDAF-12 act,SMARCA2 act,ssDAF12 agonist,PLCb3 inh,MBD2 DNA inh,Rev-erbA mod,PLCg1 inh,hgDAF12 agonist,DAX1 inh-2
COC(=O)c1[nH]c2cc(OC)ccc2c1NC(=O)CCN1CCN(c2ccccc2)CC1,-4,-0.1,-0.5,-1,-1.5,-3,-1,5,0,-1.7,1.6
O=C1N(Nc2ccccc2)C(c2ccc(Br)cc2)C12CCCC2 (centres undefined),0,0.2,0.2,-3,-2.0,1,-4,2,2,-1.9,-0.8
COc1cc(-c2n[nH]c(=S)n2-c2ccc(C)cc2)cc(OC)c1OC,-3,-0.8,-1.6,-3,-1.2,-6,-2,9,-5,9.1,0.2
CCc1cc(=O)oc2cc(C)cc(OC(C)C(=O)NCCCN3CCCC3=O)c12 (centres undefined),-101,1.3,-0.6,-1,-1.2,-253,3,-5,-176,-1.8,0.6
O=C(NCC(O)c1ccc2ccccc2c1)c1c(F)cccc1F (centres undefined),-6,0.0,-1.1,0,-1.4,-7,5,1,-1,1.7,1.1
Cc1ccc(C)c(OCC(=O)Nc2cccc(C(=O)O)c2)c1C,0,1.1,0.1,3,-1.6,1,-1,1,-1,3.2,0.1
O=C1CCCN1CCCNc1ncccc1[N+](=O)[O-],-2,0.3,-1.3,-3,-0.5,-4,4,6,2,-1.7,0.4
CC(C)(C)N(C(=O)Cn1nnc(-c2ccc(F)cc2)n1)C(C(=O)NC1CCCC1)c1ccncc1 (centres undefined),0,0.3,2.0,4,-1.0,-3,1,-3,0,0.2,0.4
O=C(Nc1ccc(OC(F)(F)F)cc1)c1ccc(-n2cncn2)nc1,-4,-0.1,-2.5,-1,-1.8,2,-1,7,0,-3.4,-2.4
Cc1cc(-c2ccccc2N)n[nH]1,-67,-0.2,-0.7,-2,-0.9,-33,1,-1,-30,-1.5,0.8
CCOC(=O)CSc1nnc(CNC(=O)c2ccc(OC)c(OC)c2)n1C,-4,0.1,-0.6,-3,-1.7,2,4,0,4,2.9,-0.5
O=C(COc1ccc(F)cc1Cl)N1CCN(C(=O)c2cccs2)CC1,-1,-0.2,-1.0,-2,-0.8,-10,1,-1,6,-0.2,0.7
CCOc1cc(N2CCOCC2)c(OCC)cc1NC(=O)COc1cccc(Cl)c1,-2,-0.3,-0.8,-2,-0.9,-6,3,-2,4,0.7,0.1
Cc1cc(=O)oc2cc(OCC(=O)NCCc3nc4ccccc4[nH]3)ccc12,-14,-0.4,0.0,-2,-1.1,-24,3,0,-21,0.2,-0.5
CSCCC(NC(=O)C1CCC(C)CC1)C(=O)NCc1ccco1 (centres undefined),0,0.4,-0.9,0,-1.4,2,0,-4,2,-0.8,0.1
Cc1ccc(NC(=S)Nc2cccc3ccccc23)cc1,-83,-2.1,2.6,-1,1.0*,-144,0,-2,-146,0.5,2.1
CN(C)C(=O)CNC(=O)C1CCCCC1,-4,0.3,-0.1,-2,-1.1,1,-5,-1,0,0.8,-0.7
O=C(Nc1ccccc1C(=O)N1CCCC1)c1ccccc1,-4,0.0,-0.7,-4,-1.0,-1,-6,2,0,-3.0,0.2
CC(=O)Nc1sc2c(c1C(N)=O)CCCC2,-6,-1.3,-2.1,-1,-1.6,-1,5,-1,-1,-1.8,-0.5
CCc1nc(N2CCN(C(=S)NCCCOC)CC2)c2c3c(sc2n1)CCCC3,14*,-1.6,-2.2,-5,-2.0,2,-5,6,4,-0.1,-1.9
CCOC(=O)C1(C)CCN1C(=O)c1ccoc1 (centres undefined),-5,0.5,-1.0,-3,-1.9,-2,-3,-4,1,2.9,·
CNC(=O)COC(=O)/C=C/c1nc2ccccc2s1,-22,0.1,0.9,4,-1.2,0,-3,-9,-3,-0.9,-1.4
O=C(NCCCN1CCCC1=O)c1c(O)nc2ccccn2c1=O,-56,0.0,-3.5,-2,-1.4,-127,1,-1,-82,0.2,-0.1
Clc1ccc(C(CCN2CCCC2)Cc2ccccc2)cc1 (centres undefined),1,-0.5,-0.8,2,-1.3,0,-4,4,5,-1.2,1.5
CC(NC(=O)NC(N)=O)(C(F)(F)F)C(F)(F)F,-2,-0.2,-2.5,0,-1.2,0,-3,0,-2,2.0,5.5*
CCc1nnc2n1N=C(c1cccc([N+](=O)[O-])c1)CS2,-2,-0.7,0.0,-6,-0.7,-5,-1,2,2,0.5,0.8
CSc1ncccc1C(=O)NC1CCCCCCC1,-2,0.2,1.3,3,-0.9,-1,1,1,1,2.1,-0.9
Cc1scc(C(=O)NNC(=S)NCC2CCCO2)c1-c1ccccc1 (centres undefined),-3,-1.0,-2.2,-1,-0.6,-2,3,-3,0,-0.8,0.1
CCOc1ccc(/C(O)=C2/C(=O)C(=O)N(CCN(CC)CC)C2c2cccs2)cc1 (centres undefined),-1,0.0,0.6,2,-0.3,-7,4,19,0,2.1,2.9
COc1cc(OC)c2c(-c3ccccc3)cc(=O)oc2c1C(CC(=O)N1CCOCC1)c1ccc2c(c1)OCO2 (centres undefined),-5,0.1,-1.6,1,-1.3,-8,0,4,-5,-1.3,0.8

# 2 successive compounds out of the list so far, for reference:
Compound,ADAM17 inh,DAX1 inh-1,hcDAF-12 act,SMARCA2 act,ssDAF12 agonist,PLCb3 inh,MBD2 DNA inh,Rev-erbA mod,PLCg1 inh,hgDAF12 agonist,DAX1 inh-2
Nc1nc(Nc2cccc(F)c2)nc2ccccc12,-2,0.9,6.1*,6,0.3,-17,3,10,-17,14*,3.3
CNc1ccc(C(=O)OCC(=O)NC(=O)NC2CCCC2)cc1[N+](=O)[O-],-2,-0.1,1.9,-2,-0.3,-5,1,5,13*,1.9,1.6
